OX1R antag-1: OX1R (HCRTR1) antagonists, primary screen, fluorescence, CHO/OX1R cells, Fluo-8 calcium, orexin A; Fluo-8 calcium fluorescence; inhibition, % at 5 µM; 0.43% of 330,000 active; AID 434989, 2010;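 active = inhibition above its plate's threshold, mean inhibition of all tested compounds on the plate plus 3 SD, cut at about 37% in these data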;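 also: 0% = orexin A challenge wells and 100% = SB-334867-A antagonist wells; not every result past the cut was called active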
Target sequence (O43613 whole entry, looked up): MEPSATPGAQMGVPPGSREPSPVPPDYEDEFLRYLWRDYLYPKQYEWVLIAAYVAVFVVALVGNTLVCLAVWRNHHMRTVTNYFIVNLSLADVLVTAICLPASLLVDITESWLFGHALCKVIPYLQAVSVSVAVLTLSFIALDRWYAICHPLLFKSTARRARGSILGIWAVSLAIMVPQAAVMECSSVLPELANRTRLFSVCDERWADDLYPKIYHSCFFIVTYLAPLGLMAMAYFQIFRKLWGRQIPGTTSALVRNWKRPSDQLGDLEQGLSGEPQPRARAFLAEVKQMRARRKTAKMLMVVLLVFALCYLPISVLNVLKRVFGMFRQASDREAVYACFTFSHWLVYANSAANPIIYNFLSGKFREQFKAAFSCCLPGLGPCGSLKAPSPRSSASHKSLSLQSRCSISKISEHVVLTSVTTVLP
OX1R antag-2: antagonists of human orexin 1 receptor (OX1R); Orexin/Hypocretin receptor type 1 (Homo sapiens), O43613; OX1R-expressing cells, FRET antagonist read-out; inhibition, % at 6.6 µM; 1.8% of 330,000 active; AID 485270, 2010; in the data active = inhibition mostly above about 38%, no sharp cut-off; inactive = mostly below about 40%;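 also: 0% = agonist challenge alone and 100% = reference antagonist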
Numbers without * were called inactive.

SMILES	OX1R antag-1	OX1R antag-2
Cc1cccc(NC(=O)N2CCCCCC2)c1	-11	37
COCCNC(=O)c1cc2c(=O)n(C)c3ccccc3c2n1C	-18	9
O=C(CCCc1ccccc1)Nc1ccccn1	-9	9
O=C(NCCN1CCOCC1)C(=O)NCC1OCCCN1S(=O)(=O)c1ccc(F)cc1 (centres undefined)	-21	-14
Cc1[nH]c2ccccc2c1/C=N/Nc1nc(Nc2ccccc2)nc(N2CCOCC2)n1	-26	5
O=C(NCc1nc2ccccc2[nH]1)C1=C[C@@H](c2ccc(Br)cc2)C[C@@H](OCCCCO)O1	-20	34
CCCCC(=O)N/N=C/c1ccc(-c2ccc([N+](=O)[O-])cc2)o1	-19	102*
CC(C)N(C(=O)CN1C(=O)NC(c2ccccc2)(c2ccccc2)C1=O)C(C)C	-4	46
CC(C)N(CC#CCC(O)(c1ccccc1)C1CCCC1)CCO (centres undefined)	-16	18
CCn1nc(C(=O)OCC(=O)NC(C)C)c2ccccc2c1=O	-15	13
CCOc1ccccc1C(=O)N/N=C/c1cccc2cccnc12	-18	60
O=C(CNC(=O)c1cccs1)Nc1ccc(N2CCOCC2)cc1	2	4
O=C(Nc1ccc(Nc2ccccc2)cc1)c1ccc(Cl)c([N+](=O)[O-])c1	-9	31
CCC1=Nc2cc(C(=O)NCCN3CCCC3)ccc2Sc2ccccc21	-29	9
O=C(Oc1cccc(Oc2ccccc2)c1)N1CCOCC1	-8	3
COC(=O)/C=C1/SC(=NC(=O)c2ccc(OC)cc2)NC1=O	-9	9
C[C@H]1[C@H](C)CC[C@]2(C(=O)O)CC[C@]3(C)C(=CC[C@@H]4[C@@]5(C)C[C@@H](O)[C@H](O)C(C)(C)[C@@H]5CC[C@]43C)[C@H]12	-12	7
COc1ccc(S(=O)(=O)N(C)CC(=O)NCCCn2ccnc2)cc1Cl	-19	3
O=C(NNC(=O)c1ccc(Br)s1)c1cccc(Cl)c1	12	-1
Cc1ncc(/C=C2\C(=O)Nc3ccccc32)[nH]1	0	5
COc1ccccc1C(=O)OCC(=O)Nc1ccc(OC(F)F)cc1	-10	30
CCCCCC1CC(=O)N(Cc2ccc(Cl)cc2)C(=O)N1 (centres undefined)	-2	9
CCCCN(CC)CCNC(=O)CN1C(=O)COc2ccc(S(=O)(=O)N3CCCC3)cc21	-9	18
CS(=O)(=O)c1ccccc1-c1nc(-c2cc(C(F)(F)F)cc(C(F)(F)F)c2)no1	-5	-1

4 entries out of the list above, sorted by their value in OX1R antag-1, ascending.
SMILES	OX1R antag-1	OX1R antag-2
COc1ccc(S(=O)(=O)N(C)CC(=O)NCCCn2ccnc2)cc1Cl	-19	3
C[C@H]1[C@H](C)CC[C@]2(C(=O)O)CC[C@]3(C)C(=CC[C@@H]4[C@@]5(C)C[C@@H](O)[C@H](O)C(C)(C)[C@@H]5CC[C@]43C)[C@H]12	-12	7
CCCCN(CC)CCNC(=O)CN1C(=O)COc2ccc(S(=O)(=O)N3CCCC3)cc21	-9	18
O=C(Oc1cccc(Oc2ccccc2)c1)N1CCOCC1	-8	3

Following part.
SMILES	OX1R antag-1	OX1R antag-2
O=C(O)CSc1nnc(-c2ccncc2)n1Cc1ccccc1	-14	4
Cc1ccc(CC(=O)Nc2ccc(C(=O)N3CCOCC3)cc2)cc1	-8	44
COc1cc(C(=O)NCC(c2ccccc2)N(C)C)ccc1OCc1c(C)noc1C (centres undefined)	-22	4
CC(C)C(=O)Nc1ccc2c3c(cccc13)CC2	-1	19
CCOC(=O)c1nnn2c1nc(SCC(C)=O)c1ccccc12	-19	7
COc1ccc(C(=O)/C=C/Nc2ccc(S(=O)(=O)Nc3cc(OC)nc(OC)n3)cc2)c(OC)c1	-1	25
COC(=O)c1ccc(OC(=O)C23CCC(C)(C(=O)O2)C3(C)C)cc1 (centres undefined)	-1	21
Cc1ccccc1C(=O)NNC(=O)C(=O)Nc1cccc(Cl)c1C	-19	10
CCn1c(SCC(=O)NC2=NCCS2)nnc1C(C)NC(=O)c1ccccc1Br (centres undefined)	-2	8
Cc1nc2ccc(NC(=O)C3CCCCC3)cc2s1	3	5
COc1ccc(N2CCN(C(c3cc(OC)ccc3OC)c3nnnn3Cc3ccco3)CC2)cc1 (centres undefined)	-23	16
O=C(CSc1ccc2nnc(-c3ccc(F)cc3)n2n1)NCC1CCCO1 (centres undefined)	2	12
CC(C)(C)c1ccc(OCC(=O)N2CCN(c3ncccn3)CC2)cc1	-15	8
CCCCC(=O)Nc1ccc2c(c1)nc(CCN1CCN(C)CC1)n2C	-3	8
COc1ccc(C(=O)CSc2nnc(CC(=O)Nc3ccccc3OC)n2C)cc1	-16	17
CN1CCC(N(C)C(=O)c2cc(-c3ccccc3Cl)nc3ccccc23)CC1	-6	3
Cc1cc(C)c2oc(C(=O)N(Cc3cccs3)C3CCS(=O)(=O)C3)cc(=O)c2c1 (centres undefined)	-12	10
Cc1nc2sc3c(c2c(=O)[nH]1)CCC3	-22	16
CCc1nc2nc(C)c(NS(=O)(=O)c3ccc(C)c(C)c3)c(=O)n2[nH]1	-12	7
CC(C)(C)C1CCc2[nH]nc(C(=O)O)c2C1 (centres undefined)	-13	19
Cc1ccc(S(=O)(=O)Nc2ccc(-c3csc(-c4ccccc4)n3)cc2)cc1	-40	1
COc1ccccc1C(=O)NNC1CC(=O)N(c2ccc3c(c2)OCCO3)C1=O (centres undefined)	-4	24
O=C(Oc1ccc2c3c(c(=O)oc2c1)CCCC3)c1cccs1	-23	-1
COc1cccc(/C=C/C(=O)OCC(=O)Nc2ccc(S(=O)(=O)N3CCCC3)cc2)c1	-2	9
CCOC(=O)c1ccc(S(=O)(=O)NNC(=O)c2cccc(N(C)C)c2)cc1	-11	12
Cc1ccc(CNC(=O)C2CC(=O)OC23CCCC3)c(C)c1 (centres undefined)	-7	4
Cc1c(CCO)c(=O)[nH]n1S(=O)(=O)c1ccccc1	-7	-2
O=C(O)c1nc(Cl)c(Cl)c(N/N=C/c2ccccc2C(F)(F)F)c1Cl	-41	35
COc1ccccc1OC1=NS(=O)(=O)c2ccccc21	7	23
O=C(CCNC(=O)c1ccccc1Cl)Nc1cc(S(=O)(=O)N2CCOCC2)ccc1N1CCOCC1	-19	8
O=C(NNC(=S)NC1CCCCC1)c1cccc(S(=O)(=O)Nc2ccccc2Cl)c1	-20	13
Cc1ccc(C(C(=O)NC2CCCCC2)N(Cc2ccco2)C(=O)C2COc3ccccc3O2)o1 (centres undefined)	-9	33
CCCc1cnc(N2CCN(C(=O)c3c(-c4ccccc4)noc3C)CC2)nc1	-31	19
CC(C)C(NC(=O)/C=C/c1ccc(F)cc1)C(C)C	0	2
Cc1ccc(CCNC(=O)CCn2c(=O)c3cccn3c3ccc(F)cc32)cc1	-36	31
O=C(CN1CCCc2ccccc21)NCCc1ccc(Cl)cc1	-20	24

Entries listed above printed as active in OX1R antag-2.
SMILES	OX1R antag-1	OX1R antag-2
CCCCC(=O)N/N=C/c1ccc(-c2ccc([N+](=O)[O-])cc2)o1	-19	102*

(continued)
SMILES	OX1R antag-1	OX1R antag-2
COC(CNc1cc(=O)oc2ccccc12)OC	-2	29
Clc1ccc(CN=C(Nc2ccccc2)NC2CCCCC2)cc1	-24	15
CCC(c1nnnn1CS(=O)(=O)c1ccc(C)cc1)N1CCN(c2nc3ccccc3s2)CC1 (centres undefined)	-22	6
CC1=C(C(=O)OCCOc2ccccc2)C(c2ccsc2)NC(=O)N1C (centres undefined)	-11	26
CN(C)C(=O)CCc1ccc2c3c([nH]c2c1)[C@]1(C)[C@@H](C(=O)N2CCOCC2)C[C@H](CC(=O)NCCc2ccccn2)C(=O)N1CC3	-10	8
CC(C)COC(=O)CNc1n[nH]c(=S)[nH]c1=O	3	23
CCN(CC)S(=O)(=O)c1ccc(C)c(NC(=O)c2cc(C)oc2C)c1	-27	15
Cc1ncc(CN2CCCCC2C(=O)Nc2ccc(Oc3ccccc3)nc2)cn1 (centres undefined)	5	9
COc1cc(C(=O)O[C@H]2C/C(C)=C/CC[C@@]3(C)O[C@@H]3[C@H](O)[C@@H]2C(C)C)cc(OC)c1OC	-37	6
COc1ccc(OC)c(-c2nc(CN(C)C(C)c3ccncn3)c(C)o2)c1 (centres undefined)	-15	15
CCOC(=O)c1c(S(=O)(=O)N2CCCCCC2)c(C)n(C)c1C	-3	15
COc1ccc(CC(=O)NCCc2ccc(OC)c(OC)c2)cc1	-2	8
O=[N+]([O-])c1cccc(N/N=C/c2ccc(N3CCOCC3)cc2)c1	23	28
CCOc1ccc(N(CC(=O)Nc2ccc3c(c2)OCCO3)S(=O)(=O)c2c(C)noc2C)cc1	-31	6
O=c1c(Cc2ccccc2)c(O)nc2n1CCCS2	-9	8
O=C(NN1CCN(Cc2ccccc2Cl)CC1)c1ccc(Br)cc1	-20	2
CCOc1ccc(NC(=O)c2ccc(C#CC(C)(C)O)cc2)cc1	-4	15
CCc1ccc(NC(=O)CSc2nnc(-c3ccccn3)n2C)cc1	-24	13
C=CCn1c(SCCCCCC)nc(O)cc1=O	-16	5
Cc1ccc(C)c(NC(=O)c2cc(-c3cc(C)cc(C)c3O)n[nH]2)c1	-18	5
O=C(CN(Cc1cccs1)C(=O)CCC(=O)Nc1nccs1)NCc1ccccc1	-20	18
Cn1c(=O)c2c(SCC(=O)NCc3ccco3)nc(CC(C)(C)C)nc2n(C)c1=O	-43	6
Cc1sc2nc(CN3CCCC3)nc(N3CCC(C(N)=O)CC3)c2c1C	-11	0
Cc1cccc(S(=O)(=O)Nc2ccc(C)c3c2OC(C)(C)C3)c1	-20	36

In a second layout: entries from further up
Compound: O=c1c(Cc2ccccc2)c(O)nc2n1CCCS2
  OX1R antag-1: -9
  OX1R antag-2: 8
Compound: CCc1ccc(NC(=O)CSc2nnc(-c3ccccn3)n2C)cc1
  OX1R antag-1: -24
  OX1R antag-2: 13
Compound: Cc1ccc(C)c(NC(=O)c2cc(-c3cc(C)cc(C)c3O)n[nH]2)c1
  OX1R antag-1: -18
  OX1R antag-2: 5
Compound: Cc1sc2nc(CN3CCCC3)nc(N3CCC(C(N)=O)CC3)c2c1C
  OX1R antag-1: -11
  OX1R antag-2: 0

Other entries follow:
SMILES	OX1R antag-1	OX1R antag-2
CCC(=O)/C=C1\Sc2ccccc2N1CC	-14	21
O=C(COc1ccc(Cl)cc1)Nc1ccc(N2CCN(C(=O)c3ccco3)CC2)cc1	17	15
O=C(NCCCn1ccnc1)C(=O)NCC1OCCN1S(=O)(=O)c1ccccc1 (centres undefined)	-10	3
O=C(CCc1nc2ccccc2c(=O)[nH]1)N1CCN(c2ccccc2Cl)CC1	-21	13
O=C(NCCc1c[nH]c2ccccc12)C(=O)NCC1OCCN1S(=O)(=O)c1ccc(F)cc1 (centres undefined)	-10	2
CN1CCCC(OC(=O)c2cccc(Cl)c2)C1 (centres undefined)	-2	7
Cc1ccc(C(=O)NCC(=O)Nc2ccncc2)cc1	-18	16
Cc1cccc(NC(=S)NNC(=O)COc2ccc(Cl)cc2Cl)c1	-15	6
CN(CC(=O)Nc1ccccc1C(F)(F)F)C(=O)CSc1nc(N)cc(N)n1	-5	-1
CCOC(=O)C1CCN(C(=O)c2ccccc2N(C)S(=O)(=O)c2ccccc2)CC1	-25	19
Cn1c(N)c(C(=O)CSc2nnc(C3CC3)n2-c2ccccc2)c(=O)n(C)c1=O	-12	4
CCCCNc1oc(-c2cccs2)nc1S(=O)(=O)c1ccccc1	-26	10
Cc1ccc(NC(=O)CSc2nnc(CCC(=O)O)c(=O)[nH]2)cc1	-1	13
O=C(CSc1nc2ccccc2s1)Nc1ccc(C(=O)O)cc1	0	2
O=C(COc1ccccc1O)c1cccs1	-10	24
O=c1oc2cc(O)ccc2cc1-c1ccc(F)cc1	-14	32
O=C(CSc1nnnn1-c1ccccc1)N1CCc2ccccc2C1	-10	19
COc1ccccc1-c1cn(S(=O)(=O)c2ccc(F)cc2)nc1N	2	37
COc1ccc(C(C(=O)NC2CCCCC2)N(C(=O)Cc2c[nH]c3ccccc23)c2ccccc2C)cc1OC (centres undefined)	-13	11
Cc1noc(C)c1COC(=O)c1ccc(-c2nc3ccccc3s2)s1	3	63
O=C1CCC(=O)N1c1ccc(NCCc2ccccc2F)c([N+](=O)[O-])c1	-9	14
O=C(/C=C/c1ccc(Cl)cc1Cl)NC(=S)Nc1ccccn1	-11	19
CC(C)N(C(=O)Nc1ccc2nsnc2c1)C(C)C	-15	143*
CCC1ON(C(C)C)C2c3nc4ccccc4n3CC12 (centres undefined)	-5	6
O=C(O)CSc1nc(-c2ccccc2)nc2c1CCCC2	-4	4
CC(C)(C)NC(=O)CCCSc1nc2ccccc2s1	-16	35
CC(Sc1nnnn1C1CC1)C(=O)N1CC(=O)Nc2ccccc21 (centres undefined)	5	-4
COc1ccc(OC)c(S(=O)(=O)N2CCN3CCCC3C2)c1 (centres undefined)	11	4
C=CCn1c(CSc2nc3ccccc3s2)nnc1SCC(=O)NCCN1CCOCC1	-16	6
CCOC(=O)C1=C(C)NC(=O)NC1c1ccc(OCC(N)=O)cc1 (centres undefined)	-12	12
COc1ccc(-c2nnc(NC(=O)c3ccc(S(=O)(=O)N(C)CC4CCCO4)cc3)o2)c(OC)c1 (centres undefined)	-19	24
Cc1cc(NC(=O)c2cc3n(n2)C(C(F)(F)F)CC(c2ccco2)N3)n(-c2ccccc2)n1 (centres undefined)	-14	14
O=C(N/N=C/C=C/c1ccccc1)c1ccccc1Br	-2	1
Cc1ccc(/C(N)=N/OC(=O)Oc2ccccc2)cc1	0	19
CCOC(=O)CNC(=O)N1CCCC(C(=O)c2ccccc2SC)C1 (centres undefined)	0	12
O=C(C1=C[C@@H](c2coc3ccccc3c2=O)C[C@@H](OCc2ccc(CO)cc2)O1)N1CCCCCCC1	-33	28
NC(=O)NC(c1ccccc1)c1ccccc1	-15	2
COc1cccc(NC(=O)COC(=O)c2cccnc2)c1	15	10
COc1ccc(-c2cc(C(F)(F)F)nc(N3CCN(Cc4ccccc4)CC3)n2)cc1OC	-35	0

Screening data from PubChem.
